Screens (PubChem)
TEAD-YAP inh: TEAD-YAP interaction inhibition | inhibition, % at 9.12 µM | AID 1259422 | 640,000 compounds, 1.4% hits | HEK-TIYL cells, TEAD-Gal4/YAP UAS-luciferase luminescence; in the data active means inhibition above about 32%;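 further: 0% = median of test compound wells and 100% = reference inhibitor wells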
FBW7 act: activators of human E3 ligase FBW7 | normalized activity (activation), % at 26.1 µM | AID 1259310 | Q969H0 | 650,000 compounds, 0.13% hits | AlphaScreen FBW7–phospho-cyclin E peptide binding, activator screen; in the data active means normalized activity above about 1.9%;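 further: purified mutant Fbw7 with reduced substrate affinity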
Target sequence (Q969H0 whole entry, looked up): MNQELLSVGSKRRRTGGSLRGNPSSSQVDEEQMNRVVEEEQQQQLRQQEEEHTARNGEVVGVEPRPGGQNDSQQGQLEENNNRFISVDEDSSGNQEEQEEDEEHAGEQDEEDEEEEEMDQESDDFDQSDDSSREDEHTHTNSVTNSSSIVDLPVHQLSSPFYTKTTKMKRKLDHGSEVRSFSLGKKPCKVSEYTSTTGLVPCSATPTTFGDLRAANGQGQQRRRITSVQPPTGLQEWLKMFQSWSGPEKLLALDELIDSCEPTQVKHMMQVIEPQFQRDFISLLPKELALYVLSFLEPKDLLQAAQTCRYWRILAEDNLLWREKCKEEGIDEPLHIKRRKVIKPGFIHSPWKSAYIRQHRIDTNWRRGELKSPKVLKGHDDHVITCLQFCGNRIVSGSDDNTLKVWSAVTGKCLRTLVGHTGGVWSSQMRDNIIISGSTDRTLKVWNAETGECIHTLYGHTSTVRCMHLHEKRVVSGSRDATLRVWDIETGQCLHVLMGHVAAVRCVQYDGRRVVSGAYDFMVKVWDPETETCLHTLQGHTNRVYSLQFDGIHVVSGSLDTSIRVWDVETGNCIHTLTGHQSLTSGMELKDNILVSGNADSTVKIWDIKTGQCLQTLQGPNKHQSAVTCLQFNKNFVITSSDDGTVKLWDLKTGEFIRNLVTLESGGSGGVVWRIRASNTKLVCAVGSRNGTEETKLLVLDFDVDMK
GPR151 activ: activates the human receptor GPR151. Q8TDV0. PathHunter beta-arrestin GPR151 cells, luminescence. activation, % at 11.2 µM. 650,000 compounds, 1% hits; in the data active means activation above about 4.9%;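 further: 0% = median of compound wells and 100% = cells with positive control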
MITF inh: inhibitors of human MITF; O75030; AlphaScreen MITF homodimerization, bead proximity signal; inhibition, % at 2.6 µM; 650,000 compounds, 0.91% hits; AID 1259374; in the data active means inhibition above about 50%;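 further: 0% = vehicle wells with protein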
An asterisk follows results filed as active; . = not tested or not shown.

SMILES	TEAD-YAP inh	FBW7 act	GPR151 activ	MITF inh
C[C@H](O)[C@H]1NC(=O)[C@@H]2C[C@H](NCc3ccc4ncccc4c3)CN2C1=O	7	-0.2	0.4	5
O=C(NC(=S)NCc1ccc(Cl)cc1)c1ccco1	8	-0.1	0.8	0
Cc1cc(C)c2c(N)c(C(=O)NCC(=O)O)sc2n1	11	0.0	-0.7	8
CC1=NN(c2ccccc2)C(=O)/C1=C/c1cc(C)n(-c2ccncc2)c1C	-9	0.0	-0.7	10
O=C(Cc1cn(Cc2ccccc2)c2ccccc12)N1CCOCC1	-4	0.0	-1.1	-11
CCN1CCN(C(=O)Nc2ccc(Cl)c(Cl)c2)CC1	-38	-0.2	0.8	-18
CCOC(=O)C1=C(C)N=c2s/c(=C\c3ccccc3OCc3ccc(Cl)cc3)c(=O)n2C1c1ccc(OC)cc1 (centres undefined)	-8	0.3	-0.8	12
CC(=O)Nc1ccc(NC2=CC(=O)CC(c3ccccc3)C2)cc1 (centres undefined)	-10	0.6	-0.8	21
Cc1ccc(C)n1-c1ccc(C(=O)N2CCNC(=O)C2)cc1	0	0.5	-1.3	16
CCC(Sc1nc2cc(OC)c(OC)cc2c(=O)n1Cc1ccco1)C(=O)NCc1ccc(C)cc1 (centres undefined)	2	-0.2	1.6	-15
O=C(NCc1nnc(SCC(=O)N2N=C(c3cccs3)CC2c2ccc(F)cc2)n1Cc1ccccc1)c1ccccc1F (centres undefined)	16	0.2	1.5	8
O=C(Nc1ccccc1C(F)(F)F)c1cn(-c2ccc(Cl)cc2)c(=O)c2ccccc12	6	0.0	0.4	-5
Cc1[nH]c2ccccc2c1SCCNC(=O)c1ccccc1[N+](=O)[O-]	-23	-0.1	-0.4	-7
COc1ccccc1NC(=O)C1=C(C)NC(SCC(=O)Nc2cc(C)ccc2C)=C(C#N)C1c1ccccc1 (centres undefined)	-2	-0.3	-0.8	1
c1ccc(OCCNc2cc(Nc3ccccn3)ncn2)cc1	2	0.0	0.6	8
O=[N+]1C=C(c2ccco2)N([O-])C2CCCCC21 (centres undefined)	-2	0.8	-0.2	3
O=C(Nc1ccc(OCc2ccccc2)cc1)N1CCN(C(=O)C2CCCO2)CC1 (centres undefined)	-1	0.0	0.3	4
O=c1c(S(=O)(=O)c2ccc(Cl)cc2)c[nH]c2c(F)cc(F)cc12	-7	-0.1	2.7	-2
Nc1nnnn1/N=C/C=C/c1cccc([N+](=O)[O-])c1	1	0.7	0.5	23
CCOc1cc(/C=c2/sc3n(c2=O)CCN=3)ccc1O	18	-0.1	4.0	0
CCOC1OC(=O)C(Cl)=C1Nc1ccc(OC)cc1 (centres undefined)	-7	-0.1	0.5	3
O=C(NCc1ccc(F)cc1)C(c1ccco1)N(C(=O)c1csnn1)c1ccccc1 (centres undefined)	5	0.1	0.3	0
CCOC(=O)C1=C(C)NC2=C(C(=O)CC(c3ccc(Cl)cc3)C2)C1c1cccc(OC)c1OC (centres undefined)	7	1.0	21*	6
COc1ccc(S(=O)(=O)NCCc2sc(-c3cccnc3)nc2C)cc1OC	5	1.0	-0.2	18
COc1ccccc1-n1c(=O)[nH]c2c(C(N)=O)nc(-c3cccc(Cl)c3)nc21	-1	1.1	-2.2	16
CCC(C)n1c(=N)c(C(N)=O)cc2c(=O)n3ccccc3nc21 (centres undefined)	0	-0.1	-1.2	-4
CCOCCOC(=O)C1=C(C)NC(=O)NC1c1ccc(OCC)c(OC)c1 (centres undefined)	-5	1.0	0.3	2
CCc1ccc(S(=O)(=O)Nc2ccc3oc(C)c(C(=O)O)c3c2)cc1	3	-0.2	2.1	0
Cc1nn(CCCC(=O)N2CCC3(CC2)OCCO3)c(=O)c2c1sc1ccccc12	1	0.1	0.7	18
S=C(NCC1CCCO1)Nc1ccc(Cl)c(Cl)c1 (centres undefined)	-18	-0.1	1.5	-2
CCNC(=S)NNC(=O)c1cc(-c2ccccc2)nc2ccccc12	-5	-0.1	-3.5	-10
Cc1ccc(/C(O)=C2\C(=O)C(=O)N(CCC(=O)O)C2c2ccccc2[N+](=O)[O-])cc1 (centres undefined)	-37	1.7	-2.0	16
Cc1ccc(C(=O)C2=C(O)C(=O)N(CCN(C)C)C2c2ccccn2)o1 (centres undefined)	-3	-0.1	-0.4	3
O=C(NCc1ccccc1Cl)c1ccc2c(c1)NC(=O)C1CCCN21 (centres undefined)	-16	-0.2	-0.5	1
O=C(CNC(=O)c1ccc(Br)cc1)OCC(=O)c1cccc([N+](=O)[O-])c1	16	1.5	0.2	8
CC1(C)CC(=O)c2c(oc3ccc(NS(=O)(=O)c4ccc(F)cc4)cc23)C1	4	0.1	0.5	23
COC(=O)c1ccc(SCC(=O)N2CCN(c3cc(C)ccc3C)CC2)c([N+](=O)[O-])c1	-1	0.2	0.6	15
COc1cc(=O)n2c(c1C(=O)NCc1ccco1)CCN(Cc1cccc(F)c1)CC2	6	-0.1	3.0	1
Cc1ccc(S(=O)(=O)CCC(=O)Nc2nc3c(C)cccc3s2)cc1	11	0.1	1.0	5
O=C(CCc1nc2cccnc2n1Cc1cccs1)NCCc1ccccc1	-8	-0.1	-0.5	-15
O=C(O)C(CC(=O)N1CCOCC1)NCc1ccccc1 (centres undefined)	6	0.1	0.0	12
CCC(Sc1nc(NCCOC)c2ccccc2n1)C(=O)NCc1cccnc1 (centres undefined)	8	0.0	0.1	11
C=CCNC(=O)c1ccc(-n2nnc3ccccc3c2=O)cc1	-13	0.0	-0.9	-12
Cc1cc(C)c2c(NCc3ccc(C)o3)nn(C(=O)c3ccno3)c2n1	-2	0.3	0.9	13
CCOc1ccc(C(=O)N/N=C/c2cccc(OC)c2)cc1	-19	-0.1	0.8	-1
CC(=O)CSc1nnc2c3c4c(sc3ncn12)CCCC4	-1	-0.5	0.4	1
CCCOc1ccc(C(=O)Nc2ccc3nn(-c4ccc(C)cc4)nc3c2)cc1	1	-0.2	0.7	-9
CC(C)n1c(Nc2ccccn2)nc2c(NCc3ccccc3)ncnc21	-31	0.7	0.2	6
COc1ccc([C@@H]2[C@@H](C(=O)c3ccc(C)cc3)N3c4ccc(Cl)cc4C=C[C@@H]3C2(C#N)C#N)cc1OC	3	-0.3	0.8	0
CN(C)N1C(N)=C(C#N)C(c2ccc(Cl)cc2)C2=C1CC(c1ccccc1)CC2=O (centres undefined)	1	0.0	0.3	-14

Next section
SMILES	TEAD-YAP inh	FBW7 act	GPR151 activ	MITF inh
CCN(Cc1ccccc1)Cc1cccc([N+](=O)[O-])c1	12	0.1	0.9	26
NNC(=O)CSc1nc2ccccc2o1	4	0.0	-1.9	11
COCc1nnc(NC(=O)CS(=O)(=O)c2ccccc2)s1	-6	0.0	1.6	0
O=C(Nc1nccs1)NC1CCCCC1	-10	0.1	1.3	-1
CSc1ccc(/C=N/OCn2nnc3ccccc3c2=O)cc1	-14	-0.1	3.5	-2
COC(=O)C1=C(C)NC2=C(C(=O)c3ccccc32)C1c1ccc(-c2cc(Cl)ccc2Cl)o1 (centres undefined)	2	-0.1	-1.2	1
CN(C(=O)Cn1nc(-c2ccncc2)oc1=O)C1CCCCC1	1	-0.1	0.7	5
COc1ccccc1NC(=O)c1sc2nc(C)nc(N3CCCCC3)c2c1C	5	0.1	0.5	10
COc1ccccc1-c1coc2cc(OCc3ccc(Cl)cc3Cl)ccc2c1=O	-3	0.1	-0.5	-8
Cc1ccc2nc(NC(=O)C(Cc3ccccc3)NC(=O)OCc3ccccc3)sc2c1 (centres undefined)	7	-0.1	0.6	4
CC(Sc1ccsc1[N+](=O)[O-])C(=O)O (centres undefined)	5	-0.4	-0.2	-2
COC(=O)c1cc(C(=O)OC)cc(N2C(=O)c3ccc(Oc4cccc(NC(C)=O)c4)cc3C2=O)c1	-4	-0.1	-1.5	3
CCOc1ccc(CC(=O)Nc2nc3c(s2)Cc2ccccc2-3)cc1	-2	-0.3	-1.7	-7
C/C(=N/NC(=O)c1cccc([N+](=O)[O-])c1)c1ccco1	1	0.0	1.3	-1
C=CCNCCOCCOc1ccc(C(C)C)c(C)c1	4	0.0	-1.4	52*
COc1ccc(-c2noc(CSc3nnc(-c4ccncc4)n3-c3ccccc3)n2)cc1	28	-0.2	1.7	0
Cc1nc(C)c(C(=O)Nc2cccc(C)c2C)o1	-10	0.9	-0.4	12
COc1ccccc1C(=O)Nc1ccc2nc(SCC(=O)N3CCc4ccccc43)sc2c1	-6	0.0	0.2	3
COc1ccc(-c2[nH]ncc2Oc2ccc(C(=O)O)cc2)c(O)c1	-32	-0.1	-0.3	-1
O=C(c1ccc(Br)o1)N1CCN(C(=O)c2ccc(Br)o2)CC1	-6	0.0	-0.2	-11
O=C(O)CNC(=O)C(Cc1ccc(F)cc1)NC(=O)c1ccccc1 (centres undefined)	-3	0.2	1.0	13
CCOc1ccc(Br)cc1S(=O)(=O)Nc1ccc(-c2cn3ccc(C)nc3n2)cc1	-9	-0.1	-1.6	7
CSCC(C)N1CCOc2ccc(CN3CCN(Cc4ccccn4)CC3)cc2C1 (centres undefined)	-2	0.2	-1.3	18
O=C(NC(=S)Nc1ccc(-c2nc3ccccc3[nH]2)cc1)c1ccccc1F	-17	-0.1	3.3	-12
CCOC(=O)C1CCCc2c1[nH]c1c(C(=O)n3ccnc3)cccc21 (centres undefined)	3	-0.4	-0.8	-3
O=C(Nc1ccc(Cl)cc1)c1cc2nc(-c3ccc(Br)cc3)cc(C(F)(F)F)n2n1	1	-0.2	-0.5	-8
CCNC(=O)/C=C/c1ccc(C(C)(C)C)cc1	-42	0.1	-0.6	4
Cc1ccccc1C(=O)Nc1c2c(nn1C(C)(C)C)CS(=O)(=O)C2	-5	-0.1	0.6	-6
CC(Cl)C(=O)c1ccc2c(c1)CCN2C(=O)C1CC1 (centres undefined)	1	-0.1	-0.5	-10
CC(C)CCNc1nc2c(c(=O)[nH]c(=O)n2C)n1C(C)C	-3	-0.1	-0.6	-1
CCOC(=O)c1ccc(N2C(=O)C3C(c4ccc(Cl)cc4Cl)OC4(C(=O)c5ccccc5C4=O)C3C2=O)cc1 (centres undefined)	3	0.0	-1.1	5
COc1ccc2oc(-c3ccccc3)c(C(=O)N3CCCCC3)c2c1	-3	0.1	-0.8	-5
CC(C)(C)C1CCc2oc3ccc(NS(=O)(=O)c4cc(Cl)ccc4Cl)cc3c2C1 (centres undefined)	6	0.1	1.7	5
COc1ccc(-c2cnn3ccc(NCCN(C)C)nc23)cc1OC	10	0.3	4.2	8
O=C(ONC1=NCCCCC1)c1ccc(Br)cc1	-2	0.6	-2.0	26
O=C(O)CCC(=O)N1N=C(c2ccc(Br)cc2)CC1c1ccccc1F (centres undefined)	16	0.1	-1.2	-1
Cc1cc(OCC(=O)Nc2ccc(F)cc2)ccc1Cl	-6	0.6	-1.0	1
CC(=O)/C(=N\Nc1cccc([N+](=O)[O-])c1)Sc1cccc2cccnc12	-5	0.3	-1.1	-3
Cc1c(C)n2c(SCc3ccccc3)nnc2[nH]c1=O	-5	0.5	-1.7	17
CCOC(=O)c1ccc(NC(=S)NCCC23CC4CC(CC(C4)C2)C3)cc1	-9	0.5	0.9	17
CCN1CCN(C(=O)/C=C/c2c(F)cccc2Cl)CC1	-5	0.0	1.7	6
CC(Oc1ccc(/C=C(\C#N)C(N)=O)cc1)c1ccccc1 (centres undefined)	-8	-0.2	-1.1	-12
CC1C=CCC2C(=O)N(c3ccc(Cl)c(C(=O)O)c3)C(=O)C12 (centres undefined)	2	0.0	1.3	6
Cc1cccn2c(=O)c3cc(C(=O)N4CCC(Cc5ccccc5)CC4)n(C)c3nc12	9	1.2	-0.9	6
COc1cc(N2C(=O)NC(=O)/C(=C\c3ccc(N(C)C)cc3)C2=O)cc(OC)c1OC	2	2.5*	-0.3	2
CCC(C)NC(=O)CCC(=O)N1CC(C)Oc2ccc(Cl)cc21 (centres undefined)	9	0.0	-0.6	-3
NC(=O)c1c(NC(=O)c2ccc(=O)[nH]n2)sc2c1CCC2	4	0.3	-0.5	32
OCCN1CCN(CC/C=C2/c3ccccc3Sc3ccc(Cl)cc32)CC1	.	-0.1	-0.1	8
O=C(CSc1ccc(Cl)cc1)N1CCN(c2ccccc2)CC1	8	0.3	-1.0	-9

Only FBW7 act and TEAD-YAP inh (two entries from above):
Compound | FBW7 act | TEAD-YAP inh
O=C(CSc1ccc(Cl)cc1)N1CCN(c2ccccc2)CC1 | 0.3 | 8
OCCN1CCN(CC/C=C2/c3ccccc3Sc3ccc(Cl)cc32)CC1 | -0.1 | .

Quoted from the listing, 7 compounds:
SMILES	TEAD-YAP inh	FBW7 act	GPR151 activ	MITF inh
COc1ccc(-c2cnn3ccc(NCCN(C)C)nc23)cc1OC	10	0.3	4.2	8
O=C(ONC1=NCCCCC1)c1ccc(Br)cc1	-2	0.6	-2.0	26
O=C(O)CCC(=O)N1N=C(c2ccc(Br)cc2)CC1c1ccccc1F (centres undefined)	16	0.1	-1.2	-1
Cc1cc(OCC(=O)Nc2ccc(F)cc2)ccc1Cl	-6	0.6	-1.0	1
CC(=O)/C(=N\Nc1cccc([N+](=O)[O-])c1)Sc1cccc2cccnc12	-5	0.3	-1.1	-3
Cc1c(C)n2c(SCc3ccccc3)nnc2[nH]c1=O	-5	0.5	-1.7	17
CCOC(=O)c1ccc(NC(=S)NCCC23CC4CC(CC(C4)C2)C3)cc1	-9	0.5	0.9	17
